From PubChem
HIF-2a block: HIF-2a reporter inhibitors, primary screen, luminescence, 786-0 RCC cells; 786-0 RCC cells HIF-2a reporter, luciferase luminescence, overnight; inhibition, % at 18.8 µM; hit rate 0.72% among 360,000; AID 624352, 2012;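 active means inhibition of the luminescence signal of 40% or more relative to plate controls, in a single-dose primary screen at 18.75 µM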
Granule exo inh: LAMP-1 surface exposure blockers, TALL-104 cells – cell-based, flow cytometry, MLPCN library, primary screen. inhibition, % at 10 µM. hit rate 0.66% among 360,000. TALL-104 LAMP-1 surface exposure; cells stimulated with thapsigargin and PMA;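 active means inhibition above about 55%, limit read from the data; inconclusive means no clear call, values can overlap the other calls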
Peg3 promoter: Peg3 promoter-driven luciferase inhibitors, primary screen, cell-based, HeLa, luciferase luminescence | HeLa PEG-Prom luciferase reporter, overnight | inhibition, % at 20 µM | hit rate 1.7% among 360,000 | AID 588405, 2011;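 active means inhibition of at least 50% at 20 µM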
PDI inh: inhibitors of human PDI, primary screen, biochemical, turbidity, single point, plate reader; Protein disulfide-isomerase (Homo sapiens), P07237; PDI insulin aggregation turbidity, A650, 90 min; inhibition, % at 10 µM; hit rate 0.052% among 350,000; AID 588391, 2011;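 active means mean inhibition across replicates of 30% or more, whatever share of single replicates reach that level; inconclusive means mean inhibition below 30% while every single replicate reaches 30%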;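 further: absorbance from insulin aggregation driven by PDI reduction with DTT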
Target sequence (P07237 whole entry, looked up): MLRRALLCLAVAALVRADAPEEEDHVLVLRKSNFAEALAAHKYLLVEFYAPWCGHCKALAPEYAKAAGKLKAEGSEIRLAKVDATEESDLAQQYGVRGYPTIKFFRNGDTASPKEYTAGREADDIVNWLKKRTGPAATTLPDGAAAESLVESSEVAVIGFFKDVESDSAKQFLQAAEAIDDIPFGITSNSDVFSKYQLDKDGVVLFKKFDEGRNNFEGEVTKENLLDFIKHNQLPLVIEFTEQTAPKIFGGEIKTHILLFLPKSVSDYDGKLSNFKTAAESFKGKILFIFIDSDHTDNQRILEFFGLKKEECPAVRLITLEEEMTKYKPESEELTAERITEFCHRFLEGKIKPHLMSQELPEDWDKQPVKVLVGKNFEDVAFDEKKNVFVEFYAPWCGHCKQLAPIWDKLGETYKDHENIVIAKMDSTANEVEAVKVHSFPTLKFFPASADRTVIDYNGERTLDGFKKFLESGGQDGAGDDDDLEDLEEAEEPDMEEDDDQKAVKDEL
iPSC survival up: enhancers of single-cell hiPSC survival, primary screen, ATPlite luminescence | 100% = ROCK inhibitor wells, 0% = DMSO | survival enhancement, % at 20 µM | hit rate 0.044% among 360,000 | AID 602274, 2012; in the data active means survival enhancement above about 18%;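 further: cells exposed to compounds for 16 hours before the ATP read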
MITF TRPM1 inh: inhibitors of MITF-dependent TRPM1 promoter reporter, primary screen, cell-based, SK-MEL-5, single point, luciferase; SK-MEL-5 TRPM1 promoter luciferase, 24 h; AID 488899, 2010; hit rate 0.83% among 330,000; inhibition, % at 12.5 µM;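 active means mean inhibition across replicates of 60% or more, whatever share of single replicates reaches that level; inconclusive means some that reach 60%, reason not given; inactive means mean inhibition across replicates below 60%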; further: values of inactives mirror those of a sister screen read the other way
NR2E3 ag-1: NR2E3 agonists in two-hybrid cells, primary screen, cell-based, luminescence, CHO-S, Gal4-NCOR/VP16-NR2E3 | luciferase | inhibition of corepressor binding, % at 3.98 µM | hit rate 0.35% among 360,000 | AID 602229, 2012;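 active means inhibition above the mean of all tested compounds plus 3 SD, cut at about 70% in these data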;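 further: 0% = DMSO with NR2E3 transfected cells and 100% = cells lacking NR2E3 construct; higher means lower luciferase signal from less NR2E3 corepressor binding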
Target sequence (Q9Y5X4 whole entry, looked up, the tested form may be a part): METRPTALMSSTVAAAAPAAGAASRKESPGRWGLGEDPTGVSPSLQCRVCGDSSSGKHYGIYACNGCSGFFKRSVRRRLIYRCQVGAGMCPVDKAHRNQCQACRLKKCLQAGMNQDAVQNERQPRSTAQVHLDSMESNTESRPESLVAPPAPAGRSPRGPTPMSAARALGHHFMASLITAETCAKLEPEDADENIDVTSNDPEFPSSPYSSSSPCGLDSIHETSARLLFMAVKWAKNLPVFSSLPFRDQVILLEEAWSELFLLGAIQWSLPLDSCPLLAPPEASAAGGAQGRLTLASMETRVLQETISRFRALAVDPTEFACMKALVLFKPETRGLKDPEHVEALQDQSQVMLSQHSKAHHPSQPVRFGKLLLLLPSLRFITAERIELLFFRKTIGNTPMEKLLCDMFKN
aDG glyco up: activators of alpha-DG glycosylation, primary screen, uHTS, Pro5-aDG cells, AlphaScreen; alpha-DG glycosylation AlphaScreen (IIH6); 0% Pro5, 100% B10-LARGE cell signal; activation, % at 10 µM; hit rate 0.22% among 360,000; AID 624168, 2012;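 active means activation of at least 8% versus controls, or a plate z-score of at least 8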;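 further: Pro5 are CHO cells carrying HIG-tagged alpha-DG that lacks glycosylation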
Vif imaging: HIV Vif self-association inhibitors, primary screen, imaging, HEK293T, single point | HEK293T cells, Vif self-association by quenched fluorescence, 24 h | inhibition, % at 7.49 µM | hit rate 0.35% among 340,000; in the data active means inhibition above about 50%, passing the limit was not always enough; inconclusive means no clear call, values can overlap the other calls; inactive means below about 31%; further: some results filed as inactive read as strong as hits
NR2E3 ag-2: inhibitors of NR2E3-RetCOR corepressor binding, primary screen, NR2E3 agonist project, biochemical, TR-FRET, GST-NR2E3, biotin-RetCOR. Photoreceptor-specific nuclear receptor (Homo sapiens), Q9Y5X4. 1536-well. inhibition of corepressor binding, % at 4.78 µM. hit rate 0.12% among 320,000. AID 2300, 2010;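 active means percent inhibition above the cutoff of mean plus 3 SD of all tested compounds, set per screening campaign, cut at about 20% in these data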;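 further: 0% = DMSO wells and 100% = biotin wells as full block of FRET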
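System: GST-NR2E3 and biotin-RetCOR proteins; probe or stimulus: 7 nM biotin-RetCOR; doses: compound at 4.8 µM, single dose; schedule: Compound–protein incubation for 5 h at 4 °C; detection: time-resolved FRET; read-out: percent inhibition; controls: biotin wells as high control, 0.6% DMSO wells as low control; format: 1536-well plates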
CaV13 FRET inh: Primary screen for inhibitors of IQ motif and Ca2+-dependent inactivation inhibitor domain binding in CACNA1D, Förster resonance energy transfer in living cells, … | inhibition, % at 12.3 µM | HEK cells, CFP/YFP FRET ICDI-IQ, plate reader, 10 min; percent FRET-ratio fall versus neutral wells | AID 743397 | hit rate 0.098% among 340,000;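 active means mean replicate inhibition of at least 30% and at least 1% of replicates passing that level; inconclusive means only one of the two criteria is met; inactive means neither criterion is met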;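 further: 0% = median of the neutral control wells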
* marks the source's active call; other numbers are inactive results; ? = inconclusive; . = no result given.

structure	PDI inh	CaV13 FRET inh	iPSC survival up	HIF-2a block	NR2E3 ag-1	Granule exo inh	Peg3 promoter	NR2E3 ag-2	MITF TRPM1 inh	aDG glyco up	Vif imaging
CCCSC(=O)N(CC)CC(=O)Nc1c(CC)cccc1CC	4	.	-0.5	8	-12	-7	14	0	2	-0.1	11
CC1CCCN(CC(=O)Nc2ccc(S(=O)(=O)N3CCCCC3)cc2)C1 (stereo not given)	4	-5	0.0	16	0	1	13	2	6	-0.1	-10
COc1cccc(CNC(=O)[C@@H]2CCCN2C(=O)[C@H]2CCCCN2C(=O)c2cccs2)c1	.	-5	-0.2	9	-2	15	.	.	.	0.1	.
COc1ccc(CNC(=O)C(C)Sc2ccc(C)cc2)cc1 (stereo not given)	-1	2	-0.4	4	10	5	2	6	-5	0.2	-1
c1ccc2cc3c(NCCN4CCOCC4)ccnc3cc2c1	-4	147*	-2.3	27	-54	3	70*	.	80*	9.0*	0
COC(=O)c1ccc(CNC(=O)COC(=O)CC23CC4CC(CC(Br)(C4)C2)C3)cc1	-1	-19	-2.2	27	-8	0	0	3	0	-0.3	-1
CC(CC(=O)NC1CCCC1)c1ccccc1 (stereo not given)	8	-3	-0.9	-10	-12	0	6	-1	-2	0.0	1
O=C(CSc1nc2ccccc2s1)NNC(=O)Nc1ccc(Cl)c(Cl)c1	3	.	-0.2	-14	15	-3	0	1	5	0.2	-10
CCCCNC(=O)n1c(SC)nc2ccccc21	3	-5	9.2	5	-7	1	-16	-1	-13	-0.1	2
c1ccn(-c2ccc(-c3ccn[nH]3)cc2)c1	-8	-6	0.2	-300	-87	0	-338	0	-89	-0.2	-4
O=C(Nc1ccc2c(c1)OCCO2)c1c(F)c(F)c(F)c(F)c1F	-10	-5	-1.5	-35	14	-2	-83	2	-9	0.3	0
Cc1c(C(=O)O)c(C(=O)O)c2n1CCS2	0	-13	0.3	9	1	1	9	1	2	0.1	3
Cc1ccc(C(=O)CCNc2ccc(Cl)cc2)o1	-2	-5	0.3	-180	-29	0	-262	1	-14	0.8	3
Cc1ccc(C(=O)N/C(=C/c2cccs2)C(=O)N2CCCCC2)cc1	-14	-5	-0.1	-67	-31	0	-78	-2	7	0.2	0
O=S(=O)(c1ccc(Br)c2ccccc12)N1CCCC1	2	29	-0.2	27	-22	-2	14	7	4	0.0	-2

New compounds follow
structure	PDI inh	CaV13 FRET inh	iPSC survival up	HIF-2a block	NR2E3 ag-1	Granule exo inh	Peg3 promoter	NR2E3 ag-2	MITF TRPM1 inh	aDG glyco up	Vif imaging
CS(=O)(=O)Nc1ccc(OCc2ccccc2)cc1	0	-5	5.5	-214	-70	0	-174	-3	-72	0.2	10
C/C(=N\NC(=O)OC(C)(C)C)c1ccc[nH]1	1	-4	-1.2	-186	-100	-3	-173	-6	-38	-0.1	-7
COCCCNC(=O)c1cc2c(=O)n3cccc(C)c3nc2s1	-3	-6	0.0	-42	-33	4	-27	-4	.	0.1	-13
Cc1c(NC(=O)Cn2nc(C(=O)O)c3ccccc3c2=O)c(=O)n(-c2ccccc2)n1C	-1	.	-1.2	11	1	-1	-13	-1	-8	-0.1	-2
COc1ccc(OCC(=O)OCC(=O)N2CC(=O)Nc3ccccc32)cc1	3	-2	1.3	8	5	3	1	3	-2	0.0	3
Cc1cc(C(=O)N2CCN(S(=O)(=O)c3ccccc3F)CC2)c(C)o1	-11	-6	2.0	12	-5	-1	-4	4	-3	-0.2	-3
O=C(CN1CCN(c2ccccc2)CC1)Nc1ccccc1C(=O)NCCc1ccccc1	-14	-7	-1.4	-98	-68	-2	-184	.	.	1.5	23
O=C(Cc1nc(-c2ccc([N+](=O)[O-])cc2)cs1)Nc1ccccc1	6	-9	6.5	-13	13	-1	-11	-2	-9	0.6	-4
CCC(=O)Nc1nnc(SCc2ccccc2F)s1	1	-2	0.0	-2	-36	-2	-10	5	-11	-0.1	-6
Oc1c(C=NCc2ccccc2)sc2ccccc12	0	-4	-2.7	-294	-62	-1	-246	-2	-72	-0.1	-1
Cc1cc(C)cc(N(C(C)C(=O)Nc2c(C)n(C)n(-c3ccccc3)c2=O)S(C)(=O)=O)c1 (stereo not given)	11	-7	-1.5	3	-14	1	9	-1	4	0.2	-5
Cc1ccc(C)c(-n2nnc3ccccc3c2=O)c1	8	-9	1.8	5	-6	5	2	.	.	-0.2	5
COc1ccc(/C(O)=C2\C(=O)C(=O)N(c3cc(C)on3)C2c2ccccc2OC)cc1C (stereo not given)	-8	-4	0.0	11	0	-5	4	5	8	0.2	?
COc1cc(OC)cc(C(=O)N[C@H](C(=O)OCC(=O)c2ccc(F)cc2)C(C)C)c1	-6	-6	0.6	8	5	28	4	3	12	-0.4	-5
COc1cccc(C(=O)OC(C)CN2CCCC2)c1 (stereo not given)	7	.	-2.7	-7	-15	0	7	-1	-1	0.3	23

Other records follow:
structure	PDI inh	CaV13 FRET inh	iPSC survival up	HIF-2a block	NR2E3 ag-1	Granule exo inh	Peg3 promoter	NR2E3 ag-2	MITF TRPM1 inh	aDG glyco up	Vif imaging
CC1=CC(C)[C@H](/C=N/n2c(=O)[nH]c3c([nH]c4ccc(C)cc43)c2=O)C(C)C1 (stereo not given in full)	-2	3	0.4	10	-12	-18	62*	1	-5	-0.1	0
CCOc1cc(C(=O)Nc2cc(F)ccc2C)ccc1OCC(=O)N1CCOCC1	-2	-14	0.7	-4	7	-3	11	6	7	0.4	-5
CCOC(=O)c1cc(-c2ccc(OC)cc2)nc2c1c(C)nn2CCC#N	3	-6	-1.6	5	-32	1	9	6	-4	0.2	1
O=C(NCC(F)(F)F)N1CCOCC1	-4	-1	-1.7	13	-16	-5	5	3	-6	-0.2	6
CCOC(=O)c1c(C)oc2ccc(NS(=O)(=O)c3ccc(C(=O)O)cc3)cc12	6	-6	-2.1	13	-11	1	3	0	-7	-0.5	-7
O=C(COc1ccccc1F)Nc1ccccc1C(=O)NC1CC1	-6	-6	5.9	-6	-5	1	8	-1	3	-0.4	-7
CC(Oc1ccccc1)C(=O)Nc1cccc([N+](=O)[O-])c1 (stereo not given)	0	2	-0.3	7	-7	4	0	-1	-10	0.6	-5
CCOC(=O)c1c(-c2ccc(OC)c(OC)c2)csc1NC(=O)C1CCCO1 (stereo not given)	5	1	-0.3	7	3	6	25	2	1	0.0	-11
O=C(NCCCN1CCOCC1)c1cc(-c2ccccc2F)no1	-6	-2	0.8	-105	-12	22	-58	1	0	-0.1	3
CC(C)CN(C(=O)COC(=O)c1cccs1)c1c(N)n(Cc2ccccc2)c(=O)[nH]c1=O	-2	-6	-1.8	12	9	10	9	.	.	0.0	7
O=C(Cn1c(=O)c2cccn2c2cccnc21)NCCCN1CCN(c2ccc(F)cc2)CC1	-3	-2	0.5	21	6	1	3	-2	-3	-0.3	1
CC(C)c1nnc(NC(=O)CCC(=O)NCC2CCCO2)s1 (stereo not given)	-7	-2	-1.6	5	-22	-1	1	1	-1	0.0	0
CC(=O)OCC(=O)C1(O)CCC2C3CCC4=CC(=O)CCC4(C)C3C(O)CC21C (stereo not given)	-7	-6	4.3	14	13	-1	-3	.	-2	0.0	9
COc1ccc(Cc2c(N)nc(N)nc2N)cc1	5	-5	0.5	13	-14	-1	0	6	2	-0.1	1
O=C(Nc1ccon1)c1cccc(Cl)c1	-2	-4	1.2	15	-9	-1	0	2	-9	0.1	-6

(list continues)
structure	PDI inh	CaV13 FRET inh	iPSC survival up	HIF-2a block	NR2E3 ag-1	Granule exo inh	Peg3 promoter	NR2E3 ag-2	MITF TRPM1 inh	aDG glyco up	Vif imaging
Cc1sc(NC(=O)CSc2nnnn2C2CCCC2)c(C#N)c1C	3	.	-2.2	6	-8	4	9	-2	7	-0.1	21
O=C(NC1CCCCC1)NC1CC2CCC(C1)N2Cc1nnnn1Cc1ccc2c(c1)OCO2 (stereo not given)	5	.	-2.0	7	-2	-2	6	2	11	0.2	-7
COC(=O)N[C@H](CC(C)=O)c1cccc(C(F)(F)F)c1	-18	-11	0.6	2	-20	-6	-3	1	-9	0.1	14
COc1ccc(C)cc1S(=O)(=O)N1CCC2(CC1)OCCN2S(=O)(=O)c1cccs1	-1	-7	0.1	10	-31	7	-1	0	11	0.0	-2
CC(c1nnc(SCn2nnc3ccccc3c2=O)n1-c1ccc(Cl)cc1)N(C)C (stereo not given)	-1	-11	1.9	12	-2	-9	2	5	12	-0.2	2
COc1ccc([C@@H]2CC=C(C(=O)O)[C@H](c3cccc(Cl)c3)N2S(=O)(=O)c2ccc(C)cc2)cc1OC	10	-7	-4.1	11	-11	-5	13	2	-7	1.1	.
CN(c1ccc(C(=O)NCCc2ccccc2)cc1)S(C)(=O)=O	12	-8	2.7	-77	-115	1	-88	2	-2	-0.2	19
N#CCN1C(=O)NC2(CCCc3sccc32)C1=O (stereo not given)	-4	-4	-0.3	12	-5	-2	3	1	-3	0.0	2
COc1ccc(NC(=O)c2cnn(-c3ccccc3)c2C)cc1OC	7	-20	-0.2	-218	-73	-2	-180	2	-39	0.0	7
O=C(c1ccccc1)c1cnc(-c2ccc(Cl)cc2)s1	-10	-5	-1.5	-189	-51	1	-175	1	-10	0.0	-4
Cc1onc(NC(=O)NC(=O)c2c(Cl)cccc2Cl)c1Br	-6	.	-0.2	4	-6	-11	1	3	3	-0.2	-6
CC1(c2ccc(Cl)cc2)NC(=O)N(CC(=O)Nc2ccc(N3CCCCC3)cc2)C1=O (stereo not given)	-8	-15	0.1	4	9	6	12	1	7	0.0	-5
COc1cccc(-n2c(=S)sc3c(=O)n(-c4ccccc4OC)c(SCC4OCCO4)nc32)c1	-4	-6	-0.2	13	0	-2	1	-1	-2	-0.1	-3
O=C(CC1C(=O)NCCN1C/C=C/c1ccccc1)NCCCC1CCCC1 (stereo not given)	0	-7	-0.5	-34	-32	-1	-32	0	-2	-0.3	-7
CSC1=C(C#N)C(CC(C)C)C(C(C)=O)=C(C)N1 (stereo not given)	3	.	-2.7	12	2	1	30	-1	-5	-0.1	-9
Cn1c(N)c(C(=O)CSc2nc3ccccc3n2-c2ccccc2)c(=O)n(C)c1=O	-12	.	5.4	-2	15	1	5	0	-4	-0.1	1
Cc1cccc(N2CCN(C(=O)COc3ccc4c(c3)CCC4)CC2)c1C	0	-6	-2.5	10	-7	4	21	-2	8	0.4	0
Cc1nnc(-c2ccc(N3CCCCCC3)c([N+](=O)[O-])c2)o1	6	-14	0.5	-161	-47	-4	-90	1	-23	-0.1	-6
